MITF primary – blocks human microphthalmia-associated transcription factor; O75030; inhibition, % at 2.6 µM; AlphaScreen MITF homodimerization, bead proximity signal; hit rate 0.91% among 650,000; in the data active means inhibition above about 50%;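 further: 0% = vehicle wells with protein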
GPR151 ag – human GPR151 activation. Q8TDV0. PathHunter beta-arrestin GPR151 cells, luminescence. activation, % at 11.2 µM. hit rate 1% among 650,000. AID 1508602; in the data active means activation above about 4.9%;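 further: 0% = median of compound wells and 100% = cells with positive control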
FBW7 act – activators of human E3 ligase FBW7 | Q969H0 | AlphaScreen FBW7–phospho-cyclin E peptide binding, activator screen | normalized activity (activation), % at 26.1 µM | hit rate 0.13% among 650,000; in the data active means normalized activity above about 1.9%;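 further: purified mutant Fbw7 with reduced substrate affinity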
Target sequence (Q969H0 whole entry, looked up): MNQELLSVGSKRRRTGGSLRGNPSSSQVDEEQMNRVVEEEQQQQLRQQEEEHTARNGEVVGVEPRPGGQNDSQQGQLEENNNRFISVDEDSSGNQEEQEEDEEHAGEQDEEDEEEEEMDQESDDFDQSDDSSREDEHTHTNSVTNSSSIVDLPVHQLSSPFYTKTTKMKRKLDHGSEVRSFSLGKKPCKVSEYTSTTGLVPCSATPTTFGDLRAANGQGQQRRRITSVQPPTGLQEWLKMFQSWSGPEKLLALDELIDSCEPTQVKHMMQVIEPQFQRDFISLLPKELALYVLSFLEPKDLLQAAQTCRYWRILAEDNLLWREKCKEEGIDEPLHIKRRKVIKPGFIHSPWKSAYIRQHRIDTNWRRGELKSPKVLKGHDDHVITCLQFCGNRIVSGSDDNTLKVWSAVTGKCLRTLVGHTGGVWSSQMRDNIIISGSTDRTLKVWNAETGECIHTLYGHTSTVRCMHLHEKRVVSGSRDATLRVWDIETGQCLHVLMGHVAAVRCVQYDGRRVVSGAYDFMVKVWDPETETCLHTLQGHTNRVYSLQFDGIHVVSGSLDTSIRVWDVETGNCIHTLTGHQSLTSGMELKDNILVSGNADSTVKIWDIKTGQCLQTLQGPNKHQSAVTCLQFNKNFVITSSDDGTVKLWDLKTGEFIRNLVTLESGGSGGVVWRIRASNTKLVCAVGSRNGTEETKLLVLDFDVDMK
TEAD-YAP block – TEAD-YAP interaction inhibition | hit rate 1.4% among 640,000 | inhibition, % at 9.12 µM | AID 1259422 | HEK-TIYL cells, TEAD-Gal4/YAP UAS-luciferase luminescence; in the data active means inhibition above about 32%;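 further: 0% = median of test compound wells and 100% = reference inhibitor wells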
An asterisk follows results filed as active.

(1) CC(C1CCN(C(=O)CCc2nnc(CCc3ccccc3)o2)CC1)N1CCOCC1 (stereo not drawn)
(2) CCOCCCNCC(=O)Nc1ccc(S(=O)(=O)NC(C)CC)cc1 (stereo not drawn)
(3) CC(=O)C1=C(c2ccc(F)cc2)N(C(C)=O)n2c(nnc2-c2ccc(C)cc2)S1
(4) CCc1ccc(NC(=O)N2CCCN(Cc3ccccc3F)C2)cc1
(5) CCCN1CCc2c(sc3nc(SCCc4ccccc4)nc(N)c23)C1
(6) CC(=O)c1[nH]c(C)c(C(=O)NC2CCCC(C)C2C)c1C (stereo not drawn)

| compound no. | 1 | 2 | 3 | 4 | 5 | 6 |
| --- | --- | --- | --- | --- | --- | --- |
| MITF primary | 2 | -3 | 7 | -5 | 9 | -3 |
| FBW7 act | -0.1 | -0.1 | 0.0 | 0.0 | -0.2 | 0.0 |
| GPR151 ag | 0.2 | 1.5 | 0.5 | 0.0 | 1.0 | 0.9 |
| TEAD-YAP block | -4 | -5 | 9 | -8 | 0 | 5 |

(7) CCC(=O)Nc1nnc(S(=O)(=O)N(CC)c2cc(C)cc(C)c2)s1
(8) O=C(NC1CCN(S(=O)(=O)c2cccc(Cl)c2)CC1)C1CCCCC1
(9) Cc1cccc(CSCCNC(=O)c2ccc(C3SCC(=O)N3Cc3ccccc3)cc2)c1 (stereo not drawn)
(10) CCOC(=O)CNS(=O)(=O)c1c(C(C)C)cc(C(C)C)cc1C(C)C
(11) Cc1cc(C)c2oc(-c3ccc(N)cc3O)nc2c1
(12) NCCCC[C@@H]1NC(=O)[C@H]2CN(C(=O)c3cccc(Cl)c3)CCN2C1=O

| compound no. | 7 | 8 | 9 | 10 | 11 | 12 |
| --- | --- | --- | --- | --- | --- | --- |
| MITF primary | -2 | 31 | -12 | 0 | 3 | -16 |
| FBW7 act | 0.1 | 0.2 | -0.1 | -0.1 | -0.1 | 0.0 |
| GPR151 ag | 1.7 | 0.9 | 0.0 | -0.3 | -1.3 | 1.3 |
| TEAD-YAP block | -4 | 5 | 9 | 4 | 37* | -1 |

An excerpt from above with just MITF primary.
entry	molecule	MITF primary
7	CCC(=O)Nc1nnc(S(=O)(=O)N(CC)c2cc(C)cc(C)c2)s1	-2
8	O=C(NC1CCN(S(=O)(=O)c2cccc(Cl)c2)CC1)C1CCCCC1	31

Following part:
(13) COc1ccc(CCN=C(N)NS(=O)(=O)c2ccc(F)cc2)cc1
(14) O=C(N(Cc1ccncc1)C1CCCC1)C12CC3CC(CC(C3)C1)C2
(15) O=C(c1cc(-c2cccc3ccccc23)nc2ccccc12)N1CCN(CCO)CC1
(16) O=C(Cc1n[nH]c(=O)c2ccccc12)N/N=C/c1ccco1
(17) COc1ccc(NC(=O)c2oc3ccccc3c2NC(=O)COc2ccccc2)cc1
(18) C(=N/Nc1nnc2c(n1)[nH]c1ccccc12)/c1c[nH]c2ccccc12

| compound no. | 13 | 14 | 15 | 16 | 17 | 18 |
| --- | --- | --- | --- | --- | --- | --- |
| MITF primary | 8 | -1 | 8 | 5 | 8 | 1 |
| FBW7 act | 0.6 | -0.4 | 0.1 | -0.1 | 0.0 | 0.9 |
| GPR151 ag | 1.2 | -0.9 | -0.6 | -0.2 | -0.7 | -0.5 |
| TEAD-YAP block | 7 | 5 | 22 | 12 | 9 | -2 |

(19) O=c1cc(CO)oc(CN2CCCCC2)c1O
(20) Cc1ccsc1C1C(C#N)=C(N)N(N(C)C)C2=C1C(=O)CCC2 (stereo not drawn)
(21) Cc1ccc(C(=O)N[C@H]2C[C@H]3C(=O)N[C@@H](COCc4ccccc4)C(=O)N3C2)cc1
(22) Cc1ccc2c(c1)NC(=O)C(CC(=O)NC1CCCCC1C)O2 (stereo not drawn)
(23) Cc1ccc2c(c1)N(CCCC(=O)NCCCN1CCCC1=O)C(=O)CO2
(24) CC1CCN(c2nc3ccccc3n3cnnc23)CC1

| compound no. | 19 | 20 | 21 | 22 | 23 | 24 |
| --- | --- | --- | --- | --- | --- | --- |
| MITF primary | -3 | 32 | 3 | 3 | -1 | 9 |
| FBW7 act | -0.2 | -0.1 | 0.0 | 0.0 | -0.1 | -0.1 |
| GPR151 ag | -1.6 | 0.6 | 1.5 | 0.2 | 1.6 | -0.1 |
| TEAD-YAP block | 4 | -3 | 14 | -6 | -8 | -8 |

(25) COc1ccc(C2(C(=O)N3CCOCC3)CCCC2)cc1OC
(26) CCC(C)C(NC(=O)OC(C)(C)C)C(=O)NC(CC(C)C)C(=O)NC(CCC(=O)OCc1ccccc1)C(N)=O (stereo not drawn)
(27) COc1ccc(/C=C2/C(=N)N3C(c4ccccc4)=CSC3=NC2=O)cc1OC
(28) c1cc(-c2ccc3cnc(Nc4ccc(-n5cnc(N6CCOCC6)n5)cc4)nc3c2)[nH]n1
(29) Cc1ccc(/C=C2\SC(N3CCC(C)CC3)=NC2=O)cc1
(30) CCc1nnc(NC(=O)CC2CC3CCC2C3)s1 (stereo not drawn)

| compound no. | 25 | 26 | 27 | 28 | 29 | 30 |
| --- | --- | --- | --- | --- | --- | --- |
| MITF primary | 17 | -1 | 2 | -6 | -7 | 3 |
| FBW7 act | 0.0 | 0.0 | -0.1 | 13* | -0.1 | -0.1 |
| GPR151 ag | 0.4 | -0.6 | 2.7 | 0.4 | -0.3 | 1.2 |
| TEAD-YAP block | 6 | 4 | 1 | 11 | -5 | -23 |

From compound 15 to 28, as listed above:
(15) O=C(c1cc(-c2cccc3ccccc23)nc2ccccc12)N1CCN(CCO)CC1
(16) O=C(Cc1n[nH]c(=O)c2ccccc12)N/N=C/c1ccco1
(17) COc1ccc(NC(=O)c2oc3ccccc3c2NC(=O)COc2ccccc2)cc1
(18) C(=N/Nc1nnc2c(n1)[nH]c1ccccc12)/c1c[nH]c2ccccc12
(19) O=c1cc(CO)oc(CN2CCCCC2)c1O
(20) Cc1ccsc1C1C(C#N)=C(N)N(N(C)C)C2=C1C(=O)CCC2 (stereo not drawn)
(21) Cc1ccc(C(=O)N[C@H]2C[C@H]3C(=O)N[C@@H](COCc4ccccc4)C(=O)N3C2)cc1
(22) Cc1ccc2c(c1)NC(=O)C(CC(=O)NC1CCCCC1C)O2 (stereo not drawn)

| compound no. | 15 | 16 | 17 | 18 | 19 | 20 | 21 | 22 |
| --- | --- | --- | --- | --- | --- | --- | --- | --- |
| MITF primary | 8 | 5 | 8 | 1 | -3 | 32 | 3 | 3 |
| FBW7 act | 0.1 | -0.1 | 0.0 | 0.9 | -0.2 | -0.1 | 0.0 | 0.0 |
| GPR151 ag | -0.6 | -0.2 | -0.7 | -0.5 | -1.6 | 0.6 | 1.5 | 0.2 |
| TEAD-YAP block | 22 | 12 | 9 | -2 | 4 | -3 | 14 | -6 |

(23) Cc1ccc2c(c1)N(CCCC(=O)NCCCN1CCCC1=O)C(=O)CO2
(24) CC1CCN(c2nc3ccccc3n3cnnc23)CC1
(25) COc1ccc(C2(C(=O)N3CCOCC3)CCCC2)cc1OC
(26) CCC(C)C(NC(=O)OC(C)(C)C)C(=O)NC(CC(C)C)C(=O)NC(CCC(=O)OCc1ccccc1)C(N)=O (stereo not drawn)
(27) COc1ccc(/C=C2/C(=N)N3C(c4ccccc4)=CSC3=NC2=O)cc1OC
(28) c1cc(-c2ccc3cnc(Nc4ccc(-n5cnc(N6CCOCC6)n5)cc4)nc3c2)[nH]n1

| compound no. | 23 | 24 | 25 | 26 | 27 | 28 |
| --- | --- | --- | --- | --- | --- | --- |
| MITF primary | -1 | 9 | 17 | -1 | 2 | -6 |
| FBW7 act | -0.1 | -0.1 | 0.0 | 0.0 | -0.1 | 13* |
| GPR151 ag | 1.6 | -0.1 | 0.4 | -0.6 | 2.7 | 0.4 |
| TEAD-YAP block | -8 | -8 | 6 | 4 | 1 | 11 |

Further records:
(31) Cc1c(CNC(=O)CC2C(=O)NCCN2CC(c2ccccc2)c2ccccc2)cnn1C (stereo not drawn)
(32) O=C(Nc1nc(-c2ccccc2)c(CN2CCCCC2)s1)c1ccccc1
(33) CCOc1cccc(CNCc2ccccc2Cl)c1
(34) COc1ccc2nc(N(Cc3cccnc3)C(=O)c3cccs3)sc2c1
(35) CCOC(=O)C1CCN(C(c2cccnc2)c2c(O)cc(C)n(Cc3ccco3)c2=O)CC1 (stereo not drawn)
(36) c1ccc(-c2nc(NCCCN3CCOCC3)cc(-c3ccncc3)n2)cc1

| compound no. | 31 | 32 | 33 | 34 | 35 | 36 |
| --- | --- | --- | --- | --- | --- | --- |
| MITF primary | 2 | 18 | -14 | 6 | -7 | 5 |
| FBW7 act | -0.1 | 0.4 | 0.1 | 0.1 | 0.1 | -0.2 |
| GPR151 ag | 2.0 | -0.5 | 2.9 | -0.1 | -0.4 | -1.9 |
| TEAD-YAP block | -2 | 20 | -17 | -19 | -1 | 10 |

(37) CC(C)N(CCNc1cc(NCCN2CCOCC2)ncn1)C(C)C
(38) CC1CCCCN1CC(=O)Nc1ccc(N2CCCCCC2)cc1 (stereo not drawn)
(39) N#Cc1nc2ccccc2nc1C(C#N)S(=O)(=O)c1ccc(F)cc1 (stereo not drawn)
(40) CCOC(=O)C1(Cc2ccccc2)CCCN(C(=O)CCc2c(C)nn(C)c2C)C1 (stereo not drawn)
(41) CC(C)N(C)S(=O)(=O)c1cccc(C(=O)OCC(=O)c2cc(F)ccc2F)c1
(42) COc1cc2c(-c3ccccc3)c(C)oc2cc1CN1CCN(CCO)CC1

| compound no. | 37 | 38 | 39 | 40 | 41 | 42 |
| --- | --- | --- | --- | --- | --- | --- |
| MITF primary | 9 | 43 | 0 | 3 | 16 | -10 |
| FBW7 act | 0.0 | 0.0 | 0.1 | 0.0 | -0.1 | -0.2 |
| GPR151 ag | 1.8 | 0.9 | 2.6 | -0.8 | 0.9 | 0.3 |
| TEAD-YAP block | -1 | 13 | -1 | -75 | -5 | -5 |

(43) COc1ccc(S(=O)(=O)NCC2CCCN(C(=O)CC3CCCC3)C2)cc1 (stereo not drawn)
(44) N#Cc1ccccc1Cn1nnc2ccccc2c1=O
(45) CCc1ccc(N2C(=O)NC(=O)/C(=C/c3ccc(OC)c(OC)c3OC)C2=O)cc1
(46) Cc1[nH]c2ccccc2c1C(C[N+](=O)[O-])c1ccco1 (stereo not drawn)
(47) CCn1c(=O)c(C(=O)NNC(=O)c2ccccc2Br)c(O)c2ccccc21
(48) Cc1cccc(C2C(=O)c3ccccc3C2=O)c1C

| compound no. | 43 | 44 | 45 | 46 | 47 | 48 |
| --- | --- | --- | --- | --- | --- | --- |
| MITF primary | -5 | -3 | 3 | 0 | -5 | 10 |
| FBW7 act | -0.1 | -0.1 | -0.3 | 0.0 | -1.0 | 0.2 |
| GPR151 ag | 0.0 | 1.6 | 0.9 | -0.7 | 0.8 | 1.3 |
| TEAD-YAP block | 11 | 7 | 11 | -3 | 1 | -8 |

(49) Nc1c(N)c2ccccc2sc1=O
(50) O=C(Cc1ccc(-n2cnnn2)cc1)N1CCCCC1c1nc2ccccc2[nH]1 (stereo not drawn)
(51) COc1ccc(CC2(CO)CCN(S(=O)(=O)c3cccc(C(F)(F)F)c3)CC2)cc1
(52) CCOc1cc(S(=O)(=O)NC2CC(C)(C)NC(C)(C)C2)c(C)cc1C
(53) CCN(CC)CCN1CCN(c2ccnc3c(-c4ccc(CO)cc4)cnn23)CC1
(54) O=C(c1cccc(Cl)c1)N1CCN(C2CCCCCC2)CC1

| compound no. | 49 | 50 | 51 | 52 | 53 | 54 |
| --- | --- | --- | --- | --- | --- | --- |
| MITF primary | 10 | 12 | 13 | 8 | -17 | 25 |
| FBW7 act | -0.1 | 0.1 | 0.1 | -0.1 | -0.5 | 0.0 |
| GPR151 ag | 2.8 | -0.9 | 0.6 | -1.0 | 1.1 | 0.8 |
| TEAD-YAP block | -9 | 2 | 6 | -3 | -23 | -6 |

(55) O=c1oc2ccc(Br)cc2cc1-c1nc2ccccc2c(=O)[nH]1
(56) COc1cc(C2C(C#N)=C(N)Oc3n[nH]c(C)c32)ccc1OCC(=O)Nc1ccc(C)cc1 (stereo not drawn)
(57) O=C(NC1CCCCC1)/C(=C\c1ccccc1Cl)NC(=O)c1ccco1
(58) O=C(Nc1cccc(Cl)c1)NC1CCN(C2CCCCC2)C1 (stereo not drawn)
(59) N#CC1=C(N)Oc2n[nH]c(-c3ccc(F)cc3)c2C1c1ccc(OC(=O)N2CCOCC2)cc1 (stereo not drawn)

| compound no. | 55 | 56 | 57 | 58 | 59 |
| --- | --- | --- | --- | --- | --- |
| MITF primary | 11 | 1 | 12 | 5 | -6 |
| FBW7 act | 0.0 | 0.0 | 1.1 | -0.1 | -0.2 |
| GPR151 ag | 0.3 | -0.9 | 1.6 | -1.4 | 0.3 |
| TEAD-YAP block | -6 | 1 | 1 | 1 | -3 |

High-throughput results: PubChem BioAssay, The Scripps Research Institute Molecular Screening Center

Not a hit list; 3.4% or so of the library scored in one or more.
